Screening results: PubChem BioAssay, several laboratories
Vif imaging: blocks HIV Vif function. HEK293T cells, Vif self-association by quenched fluorescence, imaging, 24 h. inhibition, % at 7.49 µM. hit rate 0.35% among 340,000. AID 602346; in the data active = inhibition above about 50%, passing the limit was not always enough; inconclusive = no clear call, values can overlap the other calls; inactive = below about 31%; also: some results filed as inactive read as strong as hits
TRPM1 prom inh: reduces MITF-dependent TRPM1 promoter luciferase signal. inhibition, % at 12.5 µM. SK-MEL-5 TRPM1 promoter luciferase, 24 h. AID 488899. hit rate 0.83% among 330,000;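 active = mean inhibition across replicates of 60% or more, whatever share of single replicates reaches that level; inconclusive = some that reach 60%, reason not given; inactive = mean inhibition across replicates below 60%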; also: values of inactives mirror those of a sister screen read the other way
Granule exo inh: lytic granule exocytosis inhibition. TALL-104 LAMP-1 surface exposure, flow cytometry; cells stimulated with thapsigargin and PMA. inhibition, % at 10 µM. hit rate 0.66% among 360,000;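 active = inhibition above about 55%, limit read from the data; inconclusive = no clear call, values can overlap the other calls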
PDI turbidity: blocks human protein disulfide isomerase activity; PDI insulin aggregation turbidity, A650, 90 min; inhibition, % at 10 µM; hit rate 0.052% among 350,000;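 active = mean inhibition across replicates of 30% or more, whatever share of single replicates reach that level; inconclusive = mean inhibition below 30% while every single replicate reaches 30%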;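 also: absorbance from insulin aggregation driven by PDI reduction with DTT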
Target sequence (P07237 whole entry, looked up): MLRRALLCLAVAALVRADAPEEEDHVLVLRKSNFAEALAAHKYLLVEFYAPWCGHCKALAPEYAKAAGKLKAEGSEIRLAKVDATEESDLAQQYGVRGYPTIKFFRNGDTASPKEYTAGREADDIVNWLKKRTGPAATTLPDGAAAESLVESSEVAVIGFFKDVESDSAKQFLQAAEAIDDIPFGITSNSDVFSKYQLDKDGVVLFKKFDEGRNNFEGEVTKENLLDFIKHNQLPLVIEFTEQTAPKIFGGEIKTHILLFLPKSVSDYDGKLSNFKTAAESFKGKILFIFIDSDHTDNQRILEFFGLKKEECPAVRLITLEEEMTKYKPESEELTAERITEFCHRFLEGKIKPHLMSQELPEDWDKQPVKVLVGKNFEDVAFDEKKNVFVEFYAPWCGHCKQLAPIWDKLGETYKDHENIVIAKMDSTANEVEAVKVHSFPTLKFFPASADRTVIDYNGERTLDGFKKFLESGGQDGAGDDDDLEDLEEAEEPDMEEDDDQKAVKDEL
aDG glyco act: increases alpha dystroglycan glycosylation; activation, % at 10 µM; hit rate 0.22% among 360,000; Pro5-aDG cells, alpha-DG glycosylation AlphaScreen (IIH6); 0% Pro5, 100% B10-LARGE cell signal; AID 624168;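 active = activation of at least 8% versus controls, or a plate z-score of at least 8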;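 also: Pro5 are CHO cells carrying HIG-tagged alpha-DG that lacks glycosylation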
HIF-2a inh: inhibitors of HIF-2a | 786-0 RCC cells HIF-2a reporter, luciferase luminescence, overnight | inhibition, % at 18.8 µM | hit rate 0.72% among 360,000 | AID 624352;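 active = inhibition of the luminescence signal of 40% or more relative to plate controls, in a single-dose primary screen at 18.75 µM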
iPSC survival up: hiPSC single-cell survival enhancement; hit rate 0.044% among 360,000; survival enhancement, % at 20 µM; ATPlite luminescence; 100% = ROCK inhibitor wells, 0% = DMSO; in the data active = survival enhancement above about 18%;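 also: cells exposed to compounds for 16 hours before the ATP read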
NR2E3 ag-1: agonists of human nuclear receptor NR2E3. GST-NR2E3/biotin-RetCOR TR-FRET, 1536-well. hit rate 0.12% among 320,000. Q9Y5X4. AID 2300. inhibition of corepressor binding, % at 4.78 µM;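 active = percent inhibition above the cutoff of mean plus 3 SD of all tested compounds, set per screening campaign, cut at about 20% in these data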;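 also: 0% = DMSO wells and 100% = biotin wells as full block of FRET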
Target sequence (Q9Y5X4 whole entry, looked up): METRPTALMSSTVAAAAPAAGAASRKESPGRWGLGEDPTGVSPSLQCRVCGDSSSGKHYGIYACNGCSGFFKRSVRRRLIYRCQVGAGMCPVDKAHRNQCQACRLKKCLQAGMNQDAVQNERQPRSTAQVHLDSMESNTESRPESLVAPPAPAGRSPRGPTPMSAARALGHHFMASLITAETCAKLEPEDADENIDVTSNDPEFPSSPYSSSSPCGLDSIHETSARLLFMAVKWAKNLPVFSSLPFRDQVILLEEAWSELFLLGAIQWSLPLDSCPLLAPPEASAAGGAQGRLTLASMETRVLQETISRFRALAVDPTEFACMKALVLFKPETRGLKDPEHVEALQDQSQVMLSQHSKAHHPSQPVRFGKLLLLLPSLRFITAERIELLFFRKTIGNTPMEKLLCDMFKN
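Format: 1536-well format; test system: GST-NR2E3 and biotin-RetCOR proteins; read-out basis: percent inhibition of TR-FRET ratio; timing: 5 h incubation at 4 °C; detection: time-resolved FRET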
Peg3 prom inh: Peg3 promoter activity inhibition | HeLa PEG-Prom luciferase reporter, luminescence, overnight | inhibition, % at 20 µM | hit rate 1.7% among 360,000 | AID 588405;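 active = inhibition of at least 50% at 20 µM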
CaV13 FRET inh: Primary screen for inhibitors of IQ motif and Ca2+-dependent inactivation inhibitor domain binding in CACNA1D, Förster resonance energy transfer in living cells, …; HEK cells, CFP/YFP FRET ICDI-IQ, plate reader, 10 min; percent FRET-ratio fall versus neutral wells; inhibition, % at 12.3 µM; hit rate 0.098% among 340,000; AID 743397;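 active = mean replicate inhibition of at least 30% and at least 1% of replicates passing that level; inconclusive = only one of the two criteria is met; inactive = neither criterion is met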;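 also: 0% = median of the neutral control wells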
NR2E3 ag-2: human photoreceptor-specific nuclear receptor agonism | Q9Y5X4 | CHO-S Gal4-NCOR/VP16-NR2E3 two-hybrid, luciferase | inhibition of corepressor binding, % at 3.98 µM | hit rate 0.35% among 360,000 | AID 602229;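 active = inhibition above the mean of all tested compounds plus 3 SD, cut at about 70% in these data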;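 also: 0% = DMSO with NR2E3 transfected cells and 100% = cells lacking NR2E3 construct; higher means lower luciferase signal from less NR2E3 corepressor binding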
Starred values were filed as active, the others as inactive; ? = inconclusive; / = no result given.

SMILES	Vif imaging	TRPM1 prom inh	Granule exo inh	PDI turbidity	aDG glyco act	HIF-2a inh	iPSC survival up	NR2E3 ag-1	Peg3 prom inh	CaV13 FRET inh	NR2E3 ag-2
CC(=O)Nc1ccc(CNc2nc3cc(-c4cccc(C(F)(F)F)c4)sc3c(=O)n2C)cc1	-8	/	-6	-3	4.0	-122	-3.0	/	-5	-8	17
C=CCN(Cc1nc(-c2cc(OC)ccc2OC)oc1C)C1CCS(=O)(=O)C1 (stereo unspecified)	-19	10	6	1	0.2	-4	0.4	-1	10	-2	22
O=C(O)c1cc(S(=O)(=O)N2CCCCC2)ccc1N1CCCCC1	-7	-3	-3	1	-0.1	13	0.2	2	10	-6	-21
Cc1ccc2[nH]c(=O)cc(C(=O)OC(C)C)c2c1	-4	4	-2	4	0.5	9	-0.3	0	10	4	-31
O=C(CCCn1cc([N+](=O)[O-])cn1)Nc1ccc2c(c1)OCO2	2	5	0	1	-0.1	-9	0.4	-3	-10	-4	-7
O=C(CSc1nc2ccsc2c(=O)n1Cc1ccc(C(=O)O)cc1)NCc1ccco1	-11	-2	10	15	0.2	14	-0.6	-6	12	-5	-15
CCCCN(C(=O)c1ccc(-c2ccc([N+](=O)[O-])cc2)o1)c1c(N)n(CC(C)C)c(=O)[nH]c1=O	-3	-1	0	4	0.1	-4	-0.5	1	0	-7	9
Clc1cccc(NCc2nnc(SCc3ccccc3Cl)o2)c1	-14	-13	-5	11	0.1	-18	7.5	-3	-3	/	-4
O=C(N/N=C/c1cn(-c2ccccc2)nc1-c1cc2ccccc2o1)c1ccncc1	4	-36	11	-1	1.5	-270	-2.4	0	-99	-15	-103
O=C(C1COc2ccccc2O1)N1CCN(S(=O)(=O)c2ccccc2)CC1 (stereo unspecified)	/	4	-11	9	0.5	3	0.8	-2	4	-3	8
COc1cccc(OC)c1OCCOc1ccc(C(=O)c2ccccc2)cc1	-5	3	-4	-6	0.1	-4	1.4	2	7	-16	7
CC(C)NC(=O)c1ccc2c(c1)S(=O)(=O)c1ccccc1C2=O	5	-2	-3	-1	-0.2	12	20*	6	9	-5	17
COc1ccc2c(c1OC)C(=O)N1N=C(c3ccc(-c4ccccc4)cc3)CC21 (stereo unspecified)	0	-3	9	-5	1.3	8	0.7	-4	-17	-1	-18
O=C(O)CC(NC(=O)C(c1ccccc1)c1ccccc1)c1ccco1 (stereo unspecified)	-4	-6	?	1	-0.1	17	-2.1	1	1	0	-3
CC(C)NS(=O)(=O)c1ccc(Br)c(C(=O)OC(C)C(=O)NC2CCCCC2C)c1 (stereo unspecified)	14	-8	2	5	0.4	9	-0.4	-5	10	-5	-21
COc1ccc(N2CCN(C(=O)C3CCN(S(=O)(=O)N4CCOCC4)CC3)CC2)cc1	-6	4	6	3	0.3	30	3.8	/	21	/	0
O=C(NCc1ccccc1)C(c1ccc(F)cc1)N(Cc1ccc2c(c1)OCO2)C(=O)Cn1nnc(-c2cccs2)n1 (stereo unspecified)	-3	7	-2	-2	0.2	4	5.1	3	5	-3	-38
CC(=O)Oc1ccc2c(c1)C(=O)c1ccccc1C2=O	-5	-3	5	1	-0.2	-268	-0.5	-7	-162	-5	-73
CCc1cccc(NC(=O)CN(C)S(=O)(=O)c2cnc[nH]2)c1	/	8	0	-2	0.1	1	0.0	-2	4	/	5
Oc1c(C(c2cccs2)N2CCC3(CC2)OCCO3)sc2ncnn12 (stereo unspecified)	16	/	8	/	-0.3	-7	-1.2	-1	12	5	-11
O=C(NC1CCN(C(=S)NCCc2ccccc2)CC1)C1CC1	15	-6	-2	5	0.2	-17	1.8	3	-10	-4	-4
CCn1c(CC(=O)Nc2ccc(Cl)c(Cl)c2)nnc1SCc1ccc(C)cc1	8	-4	4	-67	0.2	24	0.6	6	9	-14	-5
Cc1cc(N2CCCCC2)nc2ccc(NC(=O)c3ccc(Br)o3)cc12	4	-24	-1	-4	4.1	-64	0.8	2	-18	-4	-42
CC(C)NCC(=O)NC12CC3CC(CC(C3)C1)C2	9	-10	4	4	0.0	17	-4.9	4	27	/	-4
CC(Oc1ccccc1Cl)C(=O)Nc1ccccc1C(=O)N1CCOCC1 (stereo unspecified)	-2	-5	4	3	0.0	11	-0.4	1	11	-5	-7
SMILES	Vif imaging	TRPM1 prom inh	Granule exo inh	PDI turbidity	aDG glyco act	HIF-2a inh	iPSC survival up	NR2E3 ag-1	Peg3 prom inh	CaV13 FRET inh	NR2E3 ag-2
OCCCCCCNc1ccc(CCO)cc1	-8	/	2	/	0.2	-24	-1.3	/	-48	-5	-23
Cc1nn(-c2ccccc2)c(N)c1N=Nc1ccc2ccccc2c1	-11	-58	3	11	-0.5	-320	-1.7	3	-255	-5	-95
O=C(C1=NOC(CNc2ncc(C(F)(F)F)cc2Cl)C1)N1CCOCC1 (stereo unspecified)	44	3	0	9	0.3	12	1.5	4	-4	1	-6
Cc1nn(CCC#N)c2nc(C(F)(F)F)[nH]c(=O)c12	/	7	0	-5	-0.2	17	0.6	0	-1	/	-24
COc1cccc(-c2csc(/C(C#N)=C/Nc3cc4oc5ccccc5c4cc3OC)n2)c1	-7	3	1	-3	2.6	0	-0.2	1	3	-3	-25
C=CCC(CC=C)(NC(=O)c1ccccc1C(=O)O)c1ccccc1	?	5	8	-2	-0.4	6	2.9	0	-8	-7	-10
N#Cc1ccc(COC(=O)c2cc(=O)c3ccccc3o2)cc1	6	10	3	4	0.1	5	0.4	-2	-5	-7	-8
Cc1nnc(-c2ccc(Oc3ccc(Br)cc3)c([N+](=O)[O-])c2)o1	-4	5	4	-9	0.1	8	4.0	-3	16	8	-20
CCOC(=O)C1CCN(S(=O)(=O)c2cccc(-c3csc(C)n3)c2)CC1	-13	7	-2	11	0.5	15	1.1	2	18	/	4
CCCCNC(=O)C1c2ccccc2OCC(=O)N1C1CC1 (stereo unspecified)	/	/	-6	/	0.2	0	-0.3	/	/	-1	-11
C[C@H](CO)N1C[C@H](C)[C@@H](CN(C)C(=O)Nc2ccc(C(F)(F)F)cc2)Oc2c(NC(=O)Nc3ccccc3)cccc2C1=O	-4	6	-3	-1	0.2	16	0.6	/	19	-4	-16
Cn1ccnc1SCC(=O)c1ccc2ccccc2c1	-1	-81	-3	5	-0.1	-234	-2.7	8	-175	-4	-134
CCc1nc2ccc(C(=O)N(C)CC(=O)Nc3ccccc3C(F)(F)F)cc2nc1CC	16	-1	0	3	0.2	14	-0.3	/	11	-6	8
COc1ccc(C(c2nnnn2Cc2ccccc2)N2CCN(c3nc4ccccc4s3)CC2)cc1 (stereo unspecified)	-5	16	11	6	0.3	6	1.3	2	31	-8	-7
COc1ccccc1CNC(=O)COC(=O)CNS(=O)(=O)c1ccc(C)cc1	/	-2	18	-2	-0.1	6	-0.4	3	2	-9	-3
CC1=C(C(=O)OCCOc2ccccc2)C(c2ccsc2)NC(=O)N1C (stereo unspecified)	/	2	1	-1	0.5	26	1.4	1	14	-1	4
COC(=O)c1ccc2c(c1)S(=O)(=O)NC2C (stereo unspecified)	/	/	-3	/	0.1	4	0.0	/	/	-5	2
Cc1ccc(SCC(=O)OCC(=O)N(CC(C)C)C2CCS(=O)(=O)C2)cc1C (stereo unspecified)	10	-3	22	2	0.1	-6	-0.6	3	6	-3	-21
CN1CCN(Cc2nnc(-c3ccccc3)o2)CC1	-9	5	3	-8	-0.2	-12	-0.4	1	-7	-5	-20
CC(=O)C1(C)N(O)C(C)(C)C(c2cccs2)=[N+]1[O-] (stereo unspecified)	-1	0	1	2	0.0	9	-0.2	-2	18	-4	-17
OC(COCc1ccc2c(c1)OCO2)CN1CCN(Cc2ccccc2)CC1 (stereo unspecified)	-2	6	-6	1	0.1	15	0.7	-2	-4	-5	-4
Cc1ncc([N+](=O)[O-])n1CC(=O)Nc1ccc2c(c1)OCO2	6	4	-2	23	0.1	22	2.0	-1	2	-5	-11
CCOc1cc(C(c2c(C)[nH][nH]c2=O)c2c(C)[nH][nH]c2=O)ccc1OS(=O)(=O)c1ccc(C)cc1	0	-1	0	3	0.0	-36	-1.1	3	-15	-10	-31
COc1ccc(/C=N/NC(=O)CCN2CCN(c3ccccc3)CC2)c(OC)c1OC	4	7	-1	-6	0.2	3	-0.1	-4	11	-7	-10
COc1ccc2c(c1)/C(=N/OC(=O)c1cccs1)CCC2	-2	-26	-3	2	0.6	7	-2.0	0	-5	-6	-42
SMILES	Vif imaging	TRPM1 prom inh	Granule exo inh	PDI turbidity	aDG glyco act	HIF-2a inh	iPSC survival up	NR2E3 ag-1	Peg3 prom inh	CaV13 FRET inh	NR2E3 ag-2
Cc1ccc(NS(=O)(=O)c2cc(C(=O)N3CCc4ccccc4C3)ccc2Cl)cc1	-9	3	5	2	-0.1	15	0.4	0	44	-8	-10
CC(=O)OC(COc1ccccc1)Cn1cnc2ccccc21 (stereo unspecified)	-15	5	1	-2	-0.1	15	-0.2	1	6	-3	-7
Fc1ccc(OCCCCN2CCOCC2)cc1	-5	2	5	0	0.2	3	1.6	0	-7	-7	-13
Cc1ccccc1N=Cc1cccc(O)c1O	0	0	6	1	0.0	11	-2.1	-2	5	/	-13
CC(C(=O)NC1CCCC1)N1CCN(S(=O)(=O)c2ccccc2Cl)CC1 (stereo unspecified)	2	-3	8	0	0.0	7	-0.3	/	12	-5	0
CCCCOC(=O)c1ccc(NC(=O)c2cc(Cl)c(Cl)cc2C(=O)O)cc1	6	0	-2	0	0.2	-13	-1.2	9	5	-4	-22
O=C(Nc1ccccc1C(=O)NCc1ccco1)c1ccccc1	10	12	-23	7	-0.1	-9	-3.1	1	9	-5	-6
O=C(Nc1ccccc1F)C1CCN(C(=O)NCc2ccccc2)CC1	15	9	1	4	0.1	17	0.2	5	7	-3	-34
C=CCc1cccc2cc(C(=O)OCC)c(=O)oc12	-5	4	1	3	-0.2	-2	-1.0	4	-17	-5	-14
COc1ccc(Cl)cc1N1C(=NC(=O)C2CCCO2)SC2CS(=O)(=O)CC21 (stereo unspecified)	5	-2	0	2	0.1	5	0.0	-2	-4	-2	-24
CC(=O)NC(CC(=O)OCC(=O)N1CCc2ccccc21)c1ccccc1 (stereo unspecified)	2	5	-12	1	-0.1	7	0.2	-2	1	-20	-18

In the list so far, four contain a nitro group on carbon:
SMILES	Vif imaging	TRPM1 prom inh	Granule exo inh	PDI turbidity	aDG glyco act	HIF-2a inh	iPSC survival up	NR2E3 ag-1	Peg3 prom inh	CaV13 FRET inh	NR2E3 ag-2
O=C(CCCn1cc([N+](=O)[O-])cn1)Nc1ccc2c(c1)OCO2	2	5	0	1	-0.1	-9	0.4	-3	-10	-4	-7
CCCCN(C(=O)c1ccc(-c2ccc([N+](=O)[O-])cc2)o1)c1c(N)n(CC(C)C)c(=O)[nH]c1=O	-3	-1	0	4	0.1	-4	-0.5	1	0	-7	9
Cc1nnc(-c2ccc(Oc3ccc(Br)cc3)c([N+](=O)[O-])c2)o1	-4	5	4	-9	0.1	8	4.0	-3	16	8	-20
Cc1ncc([N+](=O)[O-])n1CC(=O)Nc1ccc2c(c1)OCO2	6	4	-2	23	0.1	22	2.0	-1	2	-5	-11

Compounds as they come. Share with any hit: about 3.5%.
